Compound activity (PubChem)
PNC inhibitor: inhibitors of perinucleolar compartment assembly. PC3M PTB-GFP, PNC prevalence imaging, 16 h; stronger effect = lower value. activity change (PNC), negative = inhibition, % at 10 µM. 140,000 compounds, 3.1% hits. AID 2417;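 active means readout at or below -70, meaning at least 70% loss of cells showing the perinucleolar compartment, a nuclear body marking cancer cells; inconclusive means readout between -30 and a set limit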;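 further: plate controls were DMSO wells for no effect and camptothecin positive control wells for full effect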
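PC3M cells stably expressing PTB-GFP, 750–1000 cells/well, treated 16 h at 37 °C with compound (23 nl of library stock), in duplicate. After paraformaldehyde fixation and Hoechst stain, imaged at 20x; PNC prevalence scored by image analysis.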
12-hLO inh: inhibitors of human 12-lipoxygenase (ALOX12). P18054. 150,000 compounds, 0.12% hits. Potency, µM (doses to about 57.1 µM), without a hit: at the highest dose activity change, negative = inhibition, most hits filed as inhibitors. purified 12-hLO, xylenol orange hydroperoxide absorbance; further: potency means the concentration at half of the fitted maximal effect; nearly all actives have a fitted effect of over 55% in size; many of its hits are not listed in these tables
Target sequence (P18054 whole entry, looked up): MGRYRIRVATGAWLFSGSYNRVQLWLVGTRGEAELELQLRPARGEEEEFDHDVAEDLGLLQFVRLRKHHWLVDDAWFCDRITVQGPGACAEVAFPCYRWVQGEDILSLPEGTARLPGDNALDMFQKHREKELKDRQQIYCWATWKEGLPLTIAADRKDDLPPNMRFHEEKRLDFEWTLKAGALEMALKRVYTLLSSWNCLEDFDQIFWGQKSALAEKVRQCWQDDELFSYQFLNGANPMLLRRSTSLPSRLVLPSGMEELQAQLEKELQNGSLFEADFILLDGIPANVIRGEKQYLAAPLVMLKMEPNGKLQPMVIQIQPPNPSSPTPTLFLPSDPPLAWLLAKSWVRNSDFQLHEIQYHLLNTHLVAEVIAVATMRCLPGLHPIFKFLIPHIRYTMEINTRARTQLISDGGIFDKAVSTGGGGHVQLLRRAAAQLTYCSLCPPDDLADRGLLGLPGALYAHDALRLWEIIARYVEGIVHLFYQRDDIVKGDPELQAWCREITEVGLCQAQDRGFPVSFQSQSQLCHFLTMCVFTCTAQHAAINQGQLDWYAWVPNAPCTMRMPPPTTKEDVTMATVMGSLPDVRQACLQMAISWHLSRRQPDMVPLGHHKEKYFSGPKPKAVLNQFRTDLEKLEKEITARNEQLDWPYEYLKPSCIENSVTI
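150 nM 12hLO, 25 mM Hepes pH 7.0 + 0.01% Triton X-100; cpd preinc 15 min RT; 40 uM arachidonic acid, 30 min RT; Fe-XO 30 min; A573/A405 ratio as read-out.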
ALOX15B inhib: 15-hLO-2 (ALOX15B) enzyme inhibition; O15296; 110,000 compounds, 0.56% hits; purified 15hLO-2, xylenol orange hydroperoxide absorbance; Potency, µM (titrated, usually from 57.1 µM), for inactives: top-dose activity change, negative = inhibition, most hits filed as inhibitors; further: potency means the concentration at half of the fitted maximal effect; nearly all actives have a fitted effect of over 60% in size; many of its hits are not listed in these tables
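Screening format was qHTS against 50 nM purified 15hLO-2 in Hepes pH 7.5 with detergent. Activity follows hydroperoxide formation from 45 uM arachidonic acid, measured as 573:405 nm absorbance ratio of the ferric-xylenol orange complex.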
IMPase inh: membrane-permeable compound that blocks inositol monophosphatase; CHO-M1 cells, IP1 accumulation, HTRF TR-FRET ratio; 120,000 tested, under 10 active; inhibition (IP1 accumulation), % at 46.1 µM; active means well fitted curve in the direction sought with a large enough effect in the signal ratio, not every such curve was filed as active; inconclusive means small, poorly fitted or top-dose-only effect, or a change in a side signal; inactive means no such curve, though single readings can be large or run the other way; the % refers to the signal ratio;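 further: cells stimulated with carbachol in lithium chloride buffer; plate controls were DMSO basal wells for no effect and reference inhibitor wells for full effect; higher means more IMPase inhibition seen as more IP1 and lower FRET ratio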
Target sequence (P97697 whole entry, looked up): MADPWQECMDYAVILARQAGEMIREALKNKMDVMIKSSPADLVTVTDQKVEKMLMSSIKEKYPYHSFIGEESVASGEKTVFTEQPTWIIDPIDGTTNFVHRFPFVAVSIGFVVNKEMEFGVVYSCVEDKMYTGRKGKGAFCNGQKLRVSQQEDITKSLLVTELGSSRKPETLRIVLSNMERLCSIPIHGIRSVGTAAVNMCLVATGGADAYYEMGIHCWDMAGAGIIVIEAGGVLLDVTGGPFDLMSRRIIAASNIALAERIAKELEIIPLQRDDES
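Seeded CHO-M1 cells were dosed with compound at up to 46 uM, stimulated with carbachol for 30 min, then lysed in IP-One detection reagents. Higher IP1 lowers the TR-FRET signal.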
* = called active by the depositor; ? = inconclusive; . = no result given; & = joins results of further samples; [ ] = remark or other dose. Unless noted, the call rests on the fitted dose curve; in most records, active means well fitted curve in the direction sought with a large enough effect; inconclusive means small, poorly fitted or top-dose-only effect, or another doubt; inactive means no such curve, though single readings can be large; an effect the other way counts as inactive or inconclusive. Unless noted, on the % scale 0 is the no-effect control and ±100 the full control effect.

SMILES	PNC inhibitor	12-hLO inh	ALOX15B inhib	IMPase inh
Cc1noc(NS(=O)(=O)c2ccc(NC(=O)CSc3nc4ccccc4s3)cc2)c1C	?	-11%	-20%	-3
O=c1[nH]c2c(s1)C=Nc1ccccc1N2	-3	-7%	-6%	18
CCC(C)(C)n1nnnc1C(c1cc2ccc(C)cc2[nH]c1=O)N(Cc1cccnc1)Cc1ccco1 (stereo not given)	-12	-6%	32%[activator]	-4
CCCC1NC(=O)NC(C)=C1C(=O)OCC (stereo not given)	?	-8%	-6%	2
CNCc1ccccc1	.	-2%	1%	.
Cc1ccccc1OCc1nc2c3c(ncn2n1)-c1ccccc1CC31CCCC1	9	-1%	.	.
O=C(NCCOc1cccc(Oc2ccccc2)c1)c1cc(-n2cnnc2)ccc1Cl	?	3%	14%	4
COc1ccc(/C=C(/CC(=O)NCc2ccc(Cl)cc2)c2nc3ccccc3s2)cc1	?	3%	.	.
COc1cccc(CNC(=O)c2ccc(NC(=O)C3CCCO3)cc2)c1 (stereo not given)	?	3%	0%	-3
N#Cc1c(C#N)c(-c2ccccc2)n(-c2ccccc2)c1N	-1	-5%	-23%	5
CCOC(=O)Cn1c(=O)oc2cc(S(=O)(=O)NCCc3ccc(C)cc3)ccc21	-5	-1%	-3%	5
COC(=O)[C@@]1(Cc2ccc(F)cc2)[C@H]2c3cc(C(=O)N4CCCC4)n(Cc4ccc(S(C)(=O)=O)cc4)c3C[C@H]2CN1C(=O)c1ccccc1	.	-1%	-1%	.
CCc1nnc(NC(=O)c2ccc(S(=O)(=O)N(CC)CC)cc2)s1	-14	4%	.	-1
CCOc1ccccc1NC(=O)C(OC(=O)c1ccccc1)c1ccccc1 (stereo not given)	-16	1%	.	2
CN1C(=O)/C(=C\c2cc(N=Nc3ccccc3)ccc2O)SC1=S	11	-4%	?	6
CN1C(=O)C(c2nnc(Nc3cccc4ccccc34)s2)C2CC1(C)Oc1ccccc12 (stereo not given)	134	-2%	.	.
Cc1ccc(/C=N/NC(=O)c2cc(C)oc2C)o1	3	2%	-2%	12
O=C(NCCc1ccccc1)C1CCC(Cn2c(=O)c3ccccc3n(Cc3cccnc3)c2=O)CC1 (stereo not given)	13	1%	.	.
CC1=CN2C(=N)/C(=C/c3ccc(C)o3)C(=O)N=C2S1	47	0%	.	8
COc1ccc(C/C(C)=N/NC(=O)c2ccncc2)cc1	37	3%	.	.
Cn1c(C(=O)N(Cc2ccccc2)Cc2cccs2)cc2sccc21	11	-12%	4%	14
Cc1ccc(S(=O)(=O)N2CCN(CC(=O)NC3CCCc4ccccc43)CC2)c(C)c1 (stereo not given)	13	-21%	6%	-3
COc1ccc(NC(=O)Nc2nnc(C(C)C)s2)cc1	17	-8%	-12%	3
O=C(CC(C(=O)O)N1CCOCC1)Nc1ccc(Cl)cc1 (stereo not given)	6	1%	3%	3
Cc1onc(-c2ccccc2Cl)c1C(=O)Nc1ccc(F)c(F)c1	-27	-7%	-4%	-7
O=C(Cn1ncc2c(=O)oc3ccccc3c21)N1CCc2ccccc2C1	-20	-3%	.	-14
CCOCCOc1nc2c(c(=O)n(C)c(=O)n2C)n1Cc1ccc(C)cc1	?	1%	.	-8
CCOC(=O)C1CCN(c2c(NCc3ccc(C(=O)NC(C)CC)cc3)c(=O)c2=O)CC1 (stereo not given)	5	-3%	-2%	-7
NC(=S)NNc1cc(Cl)cc(Cl)c1	-9	?	2.5µM*	8
O=[N+]([O-])c1cc(C(F)(F)F)cc([N+](=O)[O-])c1NCc1cccnc1	?	-1%	.	-1
CCc1nc(SCC(=O)Nc2cc(C)on2)c2c(=O)n(C)c(=O)n(C)c2n1	?	-6%	1%	-2
COc1ccc(N2CCN(C(=O)CSc3nc4c(c(=O)n(C)c(=O)n4C)n3C(C)C)CC2)cc1	33	-1%	7%	-12
CCOc1ccc2cc(C(=O)c3ccccc3)c(=O)oc2c1	-12	1%	.	.
FC(F)(F)c1cc(CO[C@@H]2CCCN[C@H]2c2ccccc2)cc(C(F)(F)F)c1	.	-2%	33%[activator]	2
CCCSc1ncc(Cl)c(C(=O)Nc2ccc(S(=O)(=O)N3CC(C)OC(C)C3)cc2)n1 (stereo not given)	8	-3%	0%	5
COc1ccc(NC(=O)CN2CCN(c3ccc(Cl)cc3)CC2)c(OC)c1	-5	-1%	-2%	-1
CCCn1nc(C(=O)NCCc2ccc(S(N)(=O)=O)cc2)c2ccccc2c1=O	36	-5%	-2%	-3
Cc1cccc(C)c1OC[C@@H](N)C(C)C	.	-5%	-11%	1
C=Cc1c(C)c2cc3nc(cc4[nH]c(cc5nc(cc1[nH]2)C(C)=C5CCC(=O)O)c(CCC(=O)OC)c4C)[C@@]1(C)C3=CC=C(C(=O)OC)[C@H]1C(=O)OC (tested in a mixture with another compound)	.	-7%[25.6 µM]	?	13[20.6 µM]
Cc1ccc2oc(=O)c3cnn(CC(=O)N(CCCN4CCOCC4)Cc4ccco4)c3c2c1	-10	7%	.	-9
N#C/C(=C\N1CCNC1=S)C(=O)c1ccc2ccccc2c1	.	0%[11.4 µM]	-2%[11.4 µM]	.
COc1ccc(C)cc1NC(=O)C(=O)NNC(=O)c1ccco1	3	-2%	10%[11.4 µM]	-6[1.84 µM]
COc1ccc(C(=O)N2CCN=C2c2ccccc2)cc1OC	4	-1%	-7%	-2
CN1C(=O)c2ccccc2C(C(=O)NCc2ccco2)C1c1c[nH]c2ccccc12 (stereo not given)	?	-7%	-5%	-13
CCCC(=O)Nc1ccc(NC(=O)c2cccc(OC)c2)nc1	-18	-6%	-1%	0
C=CCSc1nc2ccccc2n1Cc1nnc(-c2cccs2)o1	?	2%	-16%	12
Cc1ccccc1C(=O)NC(C(=O)Nc1nc2c(s1)CCCC2)C(C)C (stereo not given)	17	0%	.	.
O=C(N1CCN(c2ccccn2)CC1)C(Cl)(Cl)Cl	?	-3%	.	.
FC(F)(F)c1cccc(OCCN2CCN(Cc3ccccc3)CC2)c1	39	3%	.	-8
O=C(Cn1cnc2c(nnn2-c2ccccc2)c1=O)N1CCC(Cc2ccccc2)CC1	-28	-3%	0%	4
CCCCCC(C)NC(=O)c1ccoc1C (stereo not given)	?	7%	.	8
CCC(C(=O)N1CCc2ccccc2C1)n1nc(C)n2c(cc3occc32)c1=O (stereo not given)	-30	-7%	-8%	2
O=C1NC(=O)C2C3c4ccccc4C(c4ccccc43)C12 (stereo not given)	-9	-5%	-1%	3
CCc1ccc(N2CC(C(=O)OCC(=O)Nc3cc(C)on3)CC2=O)cc1 (stereo not given)	37	0%	3%	4
O=C(COC(=O)CCCSc1nc2ccccc2[nH]1)NC(=O)NC1CCCC1	5	-5%	-3%	?
O=c1c2ccccc2nnn1CSc1ncnc2ccccc12	36	1%	-6%	3
CCCN(CC1CC1)S(=O)(=O)c1ccc(S(N)(=O)=O)cc1	-14	0%	0%	-10
NC(=O)[C@@H]1CCCNc2c(I)cc([N+](=O)[O-])cc2C(=O)N[C@@H](CO)C(=O)N[C@@H](Cc2ccc(O)cc2)C(=O)N1	?	-5%	.	.
O=C1CC(C(=O)N(c2ccc(F)cc2)C(C(=O)NC2CCCC2)c2ccccn2)CS1 (stereo not given)	-12	0%	3%[2.29 µM]	3
N#Cc1ccc(-c2ccccc2)nc1Sc1ccc(F)cc1	0	-2%	-2%	8
(further entries)
SMILES	PNC inhibitor	12-hLO inh	ALOX15B inhib	IMPase inh
CCN(CCCNC(=O)C1CCC(=O)N1C(C)C)c1cccc(C)c1 (stereo not given)	22	6%	9%	1
COc1ccc(Cc2c(C)nc(N)nc2Cl)cc1	9	-2%	.	-2
CC(C)(C)N1CC(c2nc3ccccc3n2Cc2ccc(Cl)cc2)CC1=O (stereo not given)	-9	-1%	10%	3
O=S1(=O)N=C(Oc2cccc3ccccc23)c2ccccc21	25	2%	.	-16
O=C(O)CCC(=O)N1CCc2cc(S(=O)(=O)NC3CCCC3)ccc21	-4	-4%	-8%	-6
CN(C)CCCN1C(=O)C(=O)/C(=C(/O)c2ccccc2)C1c1ccccn1 (stereo not given)	?	4%	-2%	17
COc1ccc(CC(=O)NC(=S)Nc2ccc(S(=O)(=O)NC(C)(C)C)cc2)cc1	?	-18%	-27%	11
Cc1c(C(=O)NCC(C)C)sc2nc(-c3ccc(F)cc3)cn12	21	-4%	-7%	-4
Cc1noc(C)c1C(=O)Nc1ccccn1	28	3%	1%	-9
O=C(COC(=O)Cc1ccc(S(=O)(=O)N2CCOCC2)s1)NCc1ccccc1	-28	-9%	-13%	1
CC(C)(C)NC(=O)NC(=O)COC(=O)C1CC(=O)N(Cc2ccccc2)C1 (stereo not given)	-25	3%	-6%	12
COc1cc(C2NC(C(=O)O)CS2)ccc1OCc1ccccc1C#N (stereo not given)	-6	-6%	-5%	6
C[C@@H](NCc1cc(Br)cc2[nH]c(=O)c(=O)[nH]c12)P(=O)(O)O	.	1%	17%	-16
CCOC(=O)c1sc(C)c(C(N)=O)c1NC1=NCCCCC1	38	-2%	0%	-3
Cc1ccc(C2/C(=C(/O)c3ccc(Cl)cc3)C(=O)C(=O)N2CC2CCCO2)o1 (stereo not given)	4	1%	1%	2
CCOC(=O)N1CCN(C(=O)COc2ccc(Cl)cc2)CC1	?	6%	-3%	-12
O=C(NCCN1CCOCC1)c1ccc2c(c1)ncn2C1CCCCC1	101	-1%	11%	-3
COc1cccc(CN(Cc2ccccc2F)S(=O)(=O)c2ccc(S(=O)(=O)NCc3ccccc3)cc2)c1	-29	-1%	.	.
COC(=O)Nc1ccc(OCC(=O)N2CCOCC2)cc1	0	6%	.	.
Cc1cc(C)n(C(=O)CNC(=O)Cc2ccccc2)n1	45	2%	6%	-6

Some of the entries above in a different format:
SMILES: C[C@@H](NCc1cc(Br)cc2[nH]c(=O)c(=O)[nH]c12)P(=O)(O)O
- PNC inhibitor: .
- 12-hLO inh: 1%
- ALOX15B inhib: 17%
- IMPase inh: -16
SMILES: COc1ccc(CC(=O)NC(=S)Nc2ccc(S(=O)(=O)NC(C)(C)C)cc2)cc1
- PNC inhibitor: ?
- 12-hLO inh: -18%
- ALOX15B inhib: -27%
- IMPase inh: 11

The listing picks up, repeating the 2 entries before the break.
SMILES	PNC inhibitor	12-hLO inh	ALOX15B inhib	IMPase inh
COC(=O)Nc1ccc(OCC(=O)N2CCOCC2)cc1	0	6%	.	.
Cc1cc(C)n(C(=O)CNC(=O)Cc2ccccc2)n1	45	2%	6%	-6
O=C1C(Cc2cccc([N+](=O)[O-])c2)S/C(=N/N=C/c2ccco2)N1c1ccccc1 (stereo not given)	-4	0%	.	.
O=c1c2c3c(sc2nc2n1CCCCC2)CCCC3	-17	-13%	-11%	8
CC(=O)n1nc(-c2ccc(Cl)cc2)nc1NCc1ccco1	-16	5%	-2%	0
O=C(CN1C(=O)c2ccccc2S1(=O)=O)N1CCOCC1	26	8%	-3%	8
Cc1ccc(/C=C/c2nc3ccccc3s2)s1	-6	3%	1%	-7
CCc1nnc(NS(=O)(=O)c2ccc(NC(=S)NC(=O)/C=C/c3ccccc3)cc2)s1	-19	?	.	2
Cc1ccc(S(=O)(=O)NCC(C)NS(C)(=O)=O)cc1 (stereo not given)	50	1%	-1%	4
Cc1ccccc1C(=O)N1CCc2ccccc2C1	-19	-8%	9%	6
Cc1ccc(C(=O)C(C)OC(=O)c2cc3cc([N+](=O)[O-])ccc3oc2=O)cc1 (stereo not given)	?	-4%	-7%	-7
C1CCN2C[C@H]3C[C@H](CN4CCCCC34)C2C1 (stereo not given in full)	.	0%&1%	-7%&-4%	.
CCCCn1c(O)c(N=NC(=O)c2ccncc2)c2cc(Br)ccc21	?	-3%	.	.

For convenience, 3 of the compounds above.
SMILES	PNC inhibitor	12-hLO inh	ALOX15B inhib	IMPase inh
CC(=O)n1nc(-c2ccc(Cl)cc2)nc1NCc1ccco1	-16	5%	-2%	0
O=C(CN1C(=O)c2ccccc2S1(=O)=O)N1CCOCC1	26	8%	-3%	8
Cc1ccc(/C=C/c2nc3ccccc3s2)s1	-6	3%	1%	-7

Some of the compounds tested; rates above refer to the full screens.
